# TNAP activation fold – stimulation of alkaline phosphatase TNAP activity – biochemical, luminescent, no phosphate acceptor, uHTS, primary screen (AID 1001) | purified TNAP, luminescent activation assay, no phosphate acceptor; higher activation fold means a stronger effect | activation fold at 20 µM, or EC50 in µM where a hit was titrated | 200,000 tested, 0.03% active; in the data active = activation fold from about 3, or a potency from the dose series; inactive = the rest, 99 in 100 with activation fold below about 1.6; note: many of its hits are not listed in these tables
# Salmonella PhoP GFP – inhibitors of PhoP regulon expression, primary screen, Salmonella Typhimurium, GFP reporter (AID 1863) | S. Typhimurium PhoP-regulated promoter GFP reporter, 4 h; higher % means a stronger effect | inhibition, % at 50 µM, or IC50 in µM where a hit was titrated | 300,000 tested, 0.16% active;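 active = inhibition over 29.93%, a cutoff 3 SD above the screen mean, later confirmed by dose response; inconclusive = inhibition over 29.93% but no dose response follow-up; inactive = inhibition at most 29.93% or unconfirmed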;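 note: 0% = low Mg2+ inducing control and 100% = high Mg2+ repressing control; strong numbers were not always called active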
# XIAP antagonists – small molecules displacing peptide from XIAP – biochemical, IAP family, fluorescence polarization (AID 1018) | XIAP BIR domain, fluorescence polarization peptide displacement; higher % means a stronger effect | 200,000 tested, 0.007% active | one-dose displacement, % at 20 µM; IC50 in µM for titrated hits; in the data active = displacement above about 50%; note: a part of the inactive calls stands beside numbers as strong as those of hits
# PMI inhibition – human PMI inhibitors, high substrate, primary screen, biochemical, fluorescence intensity, high mannose 6-phosphate (AID 1220) | recombinant PMI enzyme, coupled fluorescence intensity; higher % means a stronger effect | inhibition, % at 20 µM, or IC50 in µM where a hit was titrated | 190,000 tested, 0.66% active
# WT yeast gro inh – growth inhibition of WT yeast, mitochondrial fusion screen; AID 1362; mitochondrial fusion phenotypic screen, WT strain; inhibition, % at 10 µM; 190,000 tested, 2.1% active; in the data active = inhibition above about 58%; tested in S. cerevisiae
# RSV antiviral HEp-2 – RSV antiviral activity via CPE protection, HEp-2 cells, primary 10 µM value included (AID 2391); HEp-2 cells, RSV-induced CPE inhibition; higher % means a stronger effect; CPE inhibition, % at 10 µM; hits with a dose series show IC50 in µM; 310,000 tested, 0.13% active; in the data active = a potency from the dose series; inconclusive = CPE inhibition mostly from about 23% at the one dose, without a potency; inactive = the rest, 99 in 100 with CPE inhibition below about 21%; note: strong numbers were not always called active
# PMI inhibitors – MPI enzyme activity inhibition – biochemical, fluorescence intensity, coupled assay, primary screen (AID 1209). one-dose inhibition, % at 20 µM; IC50 in µM for titrated hits. purified PMI enzyme, coupled fluorescence intensity; higher % means a stronger effect. 190,000 tested, 0.42% active;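 note: plate controls were DMSO vehicle for no effect and wells lacking substrate for full effect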
# Myeloid diff 2 – compounds promoting myeloid differentiation; calls only at 10 µM; ER-HoxA9 myeloid progenitors, lysozyme-GFP differentiation, flow cytometry; 360,000 tested, 1% active;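 active = normalized GFP-positive differentiation at or above the plate's own cutoff, the solvent-only control mean plus 3 SD; inconclusive = no clear call, values can overlap the other calls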;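 note: cells exposed to compound for four days before flow analysis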
# Siah-1 displacement – blockers of Siah-1 interaction with plectin peptide – biochemical, fluorescence polarization, rhodamine-plectin, uHTS, primary screen (AID 1817); Siah-1 / rhodamine-plectin peptide fluorescence polarization; higher % means a stronger effect; displacement, % at 20 µM, or IC50 in µM where a hit was titrated; 290,000 tested, 0.02% active;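 active = displacement of at least 50% at 20 µM, with a fluorescence ratio check between 0.3 and a set limit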;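 note: plate controls were Siah plus tracer with DMSO for no effect and tracer alone without Siah for full effect; strong numbers were not always called active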
# WT yeast gro inh mutant strain – also measured in WT yeast gro inh; calls as there; inhibition, %; mitochondrial fusion phenotypic screen, mutant strain inhibition
# Myeloid diff 2 GFP+ MAC1+ % – second read-out of Myeloid diff 2, no call of its own (marks repeat the call); GFP+ MAC1+ double positive, %; measured here: differentiation confirmed by MAC1 staining
# Active calls of the source: *; i = inactive; ? = inconclusive; . = no result given; + = active, no number. Cut-off read from the data, not from the text of the source, unless noted: active = inhibition above about 50%; inactive = the rest.
SMILES,TNAP activation fold,Salmonella PhoP GFP,XIAP antagonists,PMI inhibition,WT yeast gro inh,WT yeast gro inh mutant strain,RSV antiviral HEp-2,PMI inhibitors,Myeloid diff 2,Myeloid diff 2 GFP+ MAC1+ %,Siah-1 displacement
Cc1ccc(NC(=O)Cn2c(=O)n(CCCC(=O)NCc3ccco3)c(=O)c3ccccc32)cc1,1.1,-2%,-0.8%,6%,5,-10,2.8%,9%,i,0.7,-3%
CN(C)c1ccc(S(=O)(=O)NCC(=O)NCc2ccccc2)cc1[N+](=O)[O-],.,3%,.,.,.,.,1.2%,.,i,0.9,0%
COCCNCCCOc1ccc(C)cc1Br,1,5%,-7.5%,-14%,-18,-19,0.5%,-5%,i,0.7,1%
CCC1C(C#N)=C(SCC(N)=O)NC2=C1C(=O)CC(C)(C)C2 (stereo not given),.,2%,.,.,.,.,-0.2%,.,i,0.5,1%
Cc1cc([N+](=O)[O-])c(C(C)(C)C)cc1N,1,4%,-2.7%,5%,15,11,0.5%,10%,i,0.7,3%
CNC(=O)COC(=O)CNC(=O)c1cc(Cl)cc([N+](=O)[O-])c1,1,7%,-2.4%,-8%,3,-9,1.3%,-18%,i,0.9,2%
CN(Cc1ccccc1)S(=O)(=O)c1ccc(NC(=S)NC(=O)C(C)(C)C)cc1,1.1,13%,-4.3%,7%,12,-12,-0.3%,16%,i,1.2,-1%
C=CCN(CC=C)CCCOc1ccc(Br)cc1Cl,1.1,-2%,-0.1%,-7%,25,33,1.9%,-4%,i,0.3,-8%
CCOCCCNC(=O)C(c1ccc(OC)cc1)N(Cc1ccc2c(c1)OCO2)C(=O)c1ccccc1O (stereo not given),1,7%,-8.5%,-9%,-6,-6,-0.9%,-11%,i,0.1,1%
COc1ccc(CN(CCCN2CCOCC2)S(=O)(=O)N(C)C)cc1OC,1.1,-3%,-6.0%,8%,-1,-10,3.2%,7%,i,2.1,3%
COc1cc(/C=C2\CC/C(=C\c3cc(OC)c(OC)c(OC)c3)C2=O)cc(OC)c1OC,1,-2%,-6.8%,11%,-24,-9,1.2%,4%,+,1.6*,10%
COc1ccc(NC(=O)CS(=O)(=O)c2cn(CC(=O)N3CCOCC3)c3ccccc23)cc1OC,.,-6%,.,.,.,.,2.0%,.,i,4.5,-2%
COc1ccc(CNC(=O)C(c2ccco2)N(C(=O)c2snc(C(N)=O)c2N)c2ccccc2OC)cc1 (stereo not given),.,1%,.,.,.,.,5.0%,.,i,0.6,0%
Cc1c(NC(=O)CCCCCN2C(=O)C3C4C=CC(C4)C3C2=O)c(=O)n(-c2ccccc2)n1C (stereo not given),1.2,5%,-0.5%,9%,-3,-5,0.8%,12%,i,3.5,15%
CN1C(c2ccccc2)CC(=NO)CC1c1ccccc1 (stereo not given),.,15%,.,.,.,.,-1.0%,.,i,0.7,-4%
COc1ccc(Cl)cc1C(=O)O/N=C(\N)c1ccccn1,.,4%,.,.,.,.,1.9%,.,i,0.9,2%
Cc1c(/C(O)=C2/C(=O)C(=O)N(CCN3CCOCC3)C2c2cccnc2)cnn1-c1ccccc1 (stereo not given),1.1,0%,-3.5%,-8%,29,14,2.4%,2%,i,1.1,5%
Cc1nn(Cc2ccc(Cl)c(Cl)c2)c(C)c1NC(=O)c1cc(CC(C)C)on1,1.1,12%,28%,17%,15,5,4.7%,20%,i,3.3,1%
CC1(C)CC(=O)C(C=NCCc2ccccn2)=C(O)C1,1,-5%,1.2%,2%,2,1,2.5%,6%,i,4.4,1%
C=CCC1NS(=O)(=O)OC2CCCC12 (stereo not given),.,-1%,.,.,.,.,0.2%,.,i,1.4,-1%

# As a short view, some entries already given:
SMILES,TNAP activation fold,Salmonella PhoP GFP,XIAP antagonists,PMI inhibition,WT yeast gro inh,WT yeast gro inh mutant strain,RSV antiviral HEp-2,PMI inhibitors,Myeloid diff 2,Myeloid diff 2 GFP+ MAC1+ %,Siah-1 displacement
CC1(C)CC(=O)C(C=NCCc2ccccn2)=C(O)C1,1,-5%,1.2%,2%,2,1,2.5%,6%,i,4.4,1%
C=CCC1NS(=O)(=O)OC2CCCC12 (stereo not given),.,-1%,.,.,.,.,0.2%,.,i,1.4,-1%

# Continuation:
SMILES,TNAP activation fold,Salmonella PhoP GFP,XIAP antagonists,PMI inhibition,WT yeast gro inh,WT yeast gro inh mutant strain,RSV antiviral HEp-2,PMI inhibitors,Myeloid diff 2,Myeloid diff 2 GFP+ MAC1+ %,Siah-1 displacement
Clc1ccc(C2=NN(c3ccccc3)C(c3ccco3)C2)cc1 (stereo not given),.,5%,.,.,.,.,16%,.,i,0.4,-5%
CCOC(=O)C1CCCN(C(=O)c2cc3cc(F)ccc3[nH]2)C1 (stereo not given),.,3%,.,.,.,.,3.3%,.,i,0.5,-2%
CC1CCCN(c2nc3c(c(=O)n(C)c(=O)n3C)n2CCSc2nc3ccccc3o2)C1 (stereo not given),1,4%,-6.6%,5%,-12,1,1.2%,16%,i,0.9,2%
COc1ccc(NC(=O)CN2C(=O)NC3(CCCC3)C2=O)cc1Cl,.,1%,.,.,.,.,2.4%,.,i,0.7,-10%
CCOC(=O)C1CCN(C(=O)c2ccc(Cl)c(Cl)c2)CC1,1.1,1%,-0.5%,6%,0,-1,1.1%,7%,i,1.2,2%
CCCCC(=O)c1c(O)c2ccccc2oc1=O,1.1,-22%,1.4%,-5%,-12,-8,2.3%,-4%,i,0.5,-2%
N#CCCn1cc(C(CC(=O)c2ccccc2)C(=O)O)c2ccccc21 (stereo not given),1.1,4%,-0.3%,-16%,-1,-15,1.4%,-23%,i,1.0,-7%
C#CCNC(=O)C1CCN(c2ccc(S(=O)(=O)N3CCOCC3)cc2Cl)CC1,1,-8%,-6.0%,-1%,-13,8,1.5%,-2%,i,0.4,5%
Nc1ccc(-n2cc(-c3ccccc3)[nH]c2=S)cc1,.,6%,.,.,.,.,2.4%,.,i,1.0,-3%
Cc1c(C(=O)N2CCCCCC2)c(S(=O)(=O)Nc2ccccc2F)c(C)n1C,.,-3%,.,.,.,.,2.1%,.,i,0.0,-6%
CCC(/C=N/NC(=O)C(=O)N/N=C/C(CC)CC)CC,1.3,4%,-0.2%,-1%,-9,-6,0.2%,-8%,i,0.1,3%
N#CCCN(Cc1cccnc1)C(=S)Nc1ccccc1Cl,1,-10%,-8.3%,4%,-2,-7,.,13%,i,0.7,6%
Cn1ncc(Cl)c1C(=O)N/N=C/c1cc2c(cc1[N+](=O)[O-])OCO2,1,-7%,-1.8%,-50%,-4,1,1.5%,-53%,i,0.6,-7%
O=C(Nc1ccc2c(c1)CCCN2C(=O)c1cccs1)c1cccc(F)c1,.,13%,.,.,.,.,-0.2%,.,?,.,-7%
O=C(N/N=C/c1ccccc1)NC1CCCCC1,1.2,-9%,-4.0%,-1%,-1,2,5.2%,9%,i,0.1,17%
CCOC(=O)N1CCN(C2=NC3(CCCCC3)C(C#N)C(=O)N2)CC1 (stereo not given),1.1,0%,-1.7%,7%,-20,1,-0.9%,1%,i,1.4,3%
O=c1c2ccccc2nc(N/N=C/c2ccc(O)cc2)n1O,1.8,9%,-1.6%,-1%,1,8,1.1%,13%,i,3.1,4%
CCOC(=O)CCCCC(=O)c1[nH]c(=O)[nH]c1CN1CCOCC1,1.1,16%,-2.8%,3%,-9,5,1.3%,9%,i,6.0,-2%
O=C(O)c1cccc(-n2c(/C=C/c3cccc([N+](=O)[O-])c3)nc3ccccc3c2=O)c1,.,-6%,.,.,.,.,1.5%,.,i,0.6,0%
O=S(=O)(NCCc1ccncc1)c1ccc(S(=O)(=O)N2CCCCCC2)cc1,1.1,1%,-3.6%,-8%,-10,-18,-1.2%,-10%,i,3.0,-1%

# 5 entries from above, arranged by their value in Siah-1 displacement, low to high:
Molecule | TNAP activation fold | Salmonella PhoP GFP | XIAP antagonists | PMI inhibition | WT yeast gro inh mutant strain | RSV antiviral HEp-2 | PMI inhibitors | Myeloid diff 2 GFP+ MAC1+ % | Siah-1 displacement
Cn1ncc(Cl)c1C(=O)N/N=C/c1cc2c(cc1[N+](=O)[O-])OCO2 | 1 | -7% | -1.8% | -50% | 1 | 1.5% | -53% | 0.6 | -7%
O=S(=O)(NCCc1ccncc1)c1ccc(S(=O)(=O)N2CCCCCC2)cc1 | 1.1 | 1% | -3.6% | -8% | -18 | -1.2% | -10% | 3.0 | -1%
O=C(O)c1cccc(-n2c(/C=C/c3cccc([N+](=O)[O-])c3)nc3ccccc3c2=O)c1 | . | -6% | . | . | . | 1.5% | . | 0.6 | 0%
CCC(/C=N/NC(=O)C(=O)N/N=C/C(CC)CC)CC | 1.3 | 4% | -0.2% | -1% | -6 | 0.2% | -8% | 0.1 | 3%
O=c1c2ccccc2nc(N/N=C/c2ccc(O)cc2)n1O | 1.8 | 9% | -1.6% | -1% | 8 | 1.1% | 13% | 3.1 | 4%

# Later entries.
SMILES,TNAP activation fold,Salmonella PhoP GFP,XIAP antagonists,PMI inhibition,WT yeast gro inh,WT yeast gro inh mutant strain,RSV antiviral HEp-2,PMI inhibitors,Myeloid diff 2,Myeloid diff 2 GFP+ MAC1+ %,Siah-1 displacement
CCc1cc(=O)oc2cc(C)cc(OCC(=O)C(C)(C)C)c12,1.1,-1%,-2.7%,-8%,-6,9,3.0%,-6%,i,0.7,5%
CCOc1ccc(OCCn2c(=S)[nH]c3c(N)ncnc32)cc1,0.8,4%,-6.1%,8%,-11,-2,8.8%,11%,i,0.9,-1%
Cc1ccc2nc3c(cc(C#N)c(=O)n3-c3nccs3)c(=O)n2c1,1.1,0%,-12%,-11%,-2,1,1.4%,-36%,i,0.4,3%
Cc1nn(C)cc1CNC(=O)c1cccc(Br)c1,1.1,2%,-1.7%,1%,9,-6,0.9%,-3%,i,0.2,6%
COc1cccc(N(CC(=O)NCCSCc2ccc(Cl)cc2)S(C)(=O)=O)c1,.,-2%,.,.,.,.,0.2%,.,i,0.6,-6%
Cc1ccc(/C(O)=C2/C(=O)C(=O)N(c3ccccn3)C2c2ccc([N+](=O)[O-])cc2)cc1 (stereo not given),.,8%,.,.,.,.,0.0%,.,i,0.7,5%
O=C(NCCN1C(=O)C2C3C=CC(C3)C2C1=O)Nc1cccnc1 (stereo not given),1.1,9%,-0.4%,6%,-8,1,0.9%,0%,i,2.1,-1%
O=C(COc1ccc(F)cc1)Nc1c(C(=O)N2CCC(N3CCCCC3)CC2)oc2ccccc12,.,10%,.,.,.,.,0.0%,.,i,0.8,-3%
COc1ccccc1Nc1nc(N)nc(CN(C)C2CCCCC2)n1,1,28%,-1.0%,-34%,-2,-13,2.2%,-17%,i,0.3,2%
CC(C)CNC(=O)COC(=O)c1ccc(Cl)c(S(N)(=O)=O)c1,1,-2%,-1.0%,-7%,-10,-1,1.7%,-10%,i,0.3,-2%
O=C(c1cc(COc2ccc(F)cc2Cl)on1)N1CC2C[C@@H]3CC1C[C@H](C2)C3,.,3%,.,.,.,.,17%,.,i,0.0,-2%
